S100A4 inh HTS: blocks human S100A4 binding to myosin IIA peptide; P26447; S100A4/TAMRA-MyoIIA peptide fluorescence polarization; inhibition, % at 10.7 µM; 360,000 compounds, 0.14% hits;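 active means mean inhibition of at least 70% across replicates, with every replicate also reaching that level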
Target sequence (P26447 whole entry, looked up): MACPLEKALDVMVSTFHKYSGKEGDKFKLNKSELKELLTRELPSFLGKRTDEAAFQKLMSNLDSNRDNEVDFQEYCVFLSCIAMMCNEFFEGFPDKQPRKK
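Material: S100A4 monomer protein | Medium: HEPES pH 7.2 with CaCl2, KCl, NaCl, DTT, Triton | Reagent: Labelled myosin peptide probe, 5 nM | Doses: One dose per compound | Times: 5 min incubation before reading | Benchmarks: Neutral control DMSO, positive control TFP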
SIRT5 block: inhibitors of human sirtuin-5 desuccinylase; Purified SirT5, succinyl-peptide AMC, trypsin-coupled fluorescence; 330,000 compounds, 1.1% hits; Q9NXA8; inhibition, % at 15 µM; AID 652115; in the data active means inhibition above about 15%
Target sequence (Q9NXA8 whole entry, looked up): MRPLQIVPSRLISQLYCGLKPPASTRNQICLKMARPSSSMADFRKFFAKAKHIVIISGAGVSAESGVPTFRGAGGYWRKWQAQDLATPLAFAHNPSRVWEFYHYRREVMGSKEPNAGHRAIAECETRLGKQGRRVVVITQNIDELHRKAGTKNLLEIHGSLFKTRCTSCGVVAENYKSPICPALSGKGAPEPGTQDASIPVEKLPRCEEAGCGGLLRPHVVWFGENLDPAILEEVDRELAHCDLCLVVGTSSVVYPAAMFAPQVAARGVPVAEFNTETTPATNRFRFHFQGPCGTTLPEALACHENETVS
esBAF inh: SWI/SNF esBAF complex inhibition; mouse ES cells, Bmi1-luciferase knock-in reporter, 24 h; 100% = twice the neutral-well signal; reporter increase, % at 12.5 µM; 350,000 compounds, 2% hits; AID 602393; in the data active means activation above about 40%;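 further: 0% = median of the plate's neutral control wells and 100% = double that signal; a rise in the Bmi1 reporter signal indicates esBAF inhibition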
LGR2 inh: blocks bursicon-induced cAMP signaling via Drosophila LGR2 | HEK293 LGR2, CRE-luciferase, bursicon-stimulated, 4 h | 380,000 compounds, 0.35% hits | inhibition, % at 9.99 µM;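 active means drop in luminescence signal, shown as inhibition above about 50% in the replicate tests, limit read from the data, passing the limit was not always enough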;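 further: agonist challenge used bursicon conditioned medium at about half maximal strength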
FN deposit inh: fibronectin deposition inhibition | inhibition, % at 12.6 µM | 350,000 compounds, 0.086% hits | AH1F fibroblasts, Alexa488-fibronectin deposition fluorescence, overnight;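 active means mean inhibition across replicates of 30% or more, regardless of how many single replicates reach that level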;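 further: positive control wells lacked labelled fibronectin entirely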
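Material: AH1F fibroblast monolayer depositing Alexa488-labelled fibronectin into matrix | Input: 10000 AH1F cells/well | Medium: DMEM plus 2% serum, read in PBS | Reagent: Alexa488-fibronectin, 24 nM final in well | Compound dosing: One dose per compound, pinned | Schedule: 1 h adhesion, overnight exposure | Measured by: Fluorescence at 485 nm excitation, 525 nm emission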
Statin myotox sup: suppressors of simvastatin-induced myotoxicity in C2C12 myotubes. ATP luminescence, 48 h; scaled: DMSO 0, geranylgeraniol control 100. rescue of ATP level, % at 7.49 µM. 330,000 compounds, 0.78% hits;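 active means mean ATP rescue above about 67%, or every replicate alone reaching that limit, limit read from the data, passing the limit was not always enough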;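 further: myotubes were challenged with 10 µM simvastatin during compound exposure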
Casp6 inh: inhibitors of human caspase-6 | P55212 | purified caspase-6, Z-VEID-R110 cleavage fluorescence | inhibition, % at 12.5 µM | 350,000 compounds, 0.53% hits;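 active means mean inhibition across replicates at least about 35%, with every replicate also reaching that limit, limit read from the data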;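 further: 0% = median of neutral control wells and 100% = no fluorescence left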
Target sequence (P55212 24-179 limits assumed): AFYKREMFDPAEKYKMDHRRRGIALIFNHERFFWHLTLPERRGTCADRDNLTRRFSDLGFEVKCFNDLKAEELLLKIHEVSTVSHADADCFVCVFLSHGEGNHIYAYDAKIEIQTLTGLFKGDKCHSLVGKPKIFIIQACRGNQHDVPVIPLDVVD
Target sequence (P55212 194-293 limits assumed): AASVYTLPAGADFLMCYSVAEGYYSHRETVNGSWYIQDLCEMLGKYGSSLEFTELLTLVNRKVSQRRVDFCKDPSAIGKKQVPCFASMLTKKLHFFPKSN
Numbers without * were called inactive; nt = no result given.

compound | S100A4 inh HTS | Casp6 inh | SIRT5 block | LGR2 inh | esBAF inh | FN deposit inh | Statin myotox sup
Cc1cc(OCCN2CCN(S(=O)(=O)c3ccccc3F)CC2)ccc1C(C)C | -0.1 | 0.8 | -3.9 | -12.9 | 4.5 | 0.8 | -5.8
Cc1ccc(NC(=O)CNCc2ccc(Cl)cc2Cl)cc1S(=O)(=O)N(C)C | 0.0 | 2.1 | -0.5 | -22.3 | 0.6 | -1.6 | -3.0
O=C(Cn1cnc2c(cnn2-c2ccccc2Cl)c1=O)N1CCc2ccccc21 | nt | nt | nt | 15.1 | -1.3 | -5.0 | -0.1
CSc1cc(SC)ncn1 | -1.0 | -2.1 | -1.6 | 8.0 | -1.2 | -0.2 | -1.0
CCC(=O)c1ccc(OCC(O)CNC2CCCC2)cc1 (configuration not stated) | -1.4 | -0.2 | -2.2 | -34.6 | -2.3 | -4.4 | 2.0
CCN(CC)S(=O)(=O)c1ccc(N2CCOCC2)c(NC(=O)CNCCc2ccccc2)c1 | -1.0 | 7.9 | nt | -4.6 | nt | 6.1 | nt
Cc1cccn2c(=O)c(/C=C(\C#N)C(=O)NC3CCS(=O)(=O)C3)c(N3CC(C)OC(C)C3)nc12 (configuration not stated) | 6.2 | 2.0 | -17.1 | 2.6 | nt | 3.3 | nt
O=C(CCC1CCCC1)N=C1SC2CS(=O)(=O)CC2N1Cc1ccccc1 (configuration not stated) | -4.4 | -0.4 | -18.4 | 14.0 | 1.4 | 9.9 | -0.7
COC(=O)c1ccc2nc(-c3ccc(C)cc3)c(Cc3cccc(Cl)c3)n2c1 | 7.9 | -0.9 | 6.2 | -9.1 | nt | 5.0 | nt
CCC(C)NC(=O)C(=O)NCC1CCCN1CC (configuration not stated) | 0.6 | -1.9 | -2.5 | nt | -6.5 | 10.4 | 1.0
C[C@H]1CN([C@@H](C)CO)C(=O)c2cc(NS(=O)(=O)c3ccccc3)ccc2O[C@H]1CN(C)S(=O)(=O)c1ccc(F)cc1 | nt | nt | nt | 2.4 | 3.2 | nt | 14.0
Cc1ccc(NC(=O)CNC(=O)C2CCCCC2)nc1 | -1.1 | 1.0 | 12.8 | 0.7 | 4.0 | -9.6 | 3.4
O=C1C=C(O)C(n2cncn2)C(c2ccc(F)cc2)C1 (configuration not stated) | -1.9 | 0.6 | 1.4 | 5.5 | -6.4 | -6.3 | -1.3
Cc1noc(C)c1S(=O)(=O)Nc1ccc2c(c1)C(=O)N([C@@H](C)CO)C[C@H](C)[C@@H](CN(C)C)O2 | 1.6 | -0.2 | 2.0 | 5.6 | -1.7 | 4.9 | 9.7
O=C(Nc1ccc(F)cc1)N[C@H]1CC[C@H](CCNC(=O)c2ccccc2F)O[C@H]1CO | -3.2 | 1.3 | -0.5 | 11.1 | nt | nt | nt
COc1ccc(/C=N/NC(=O)c2ccccc2O)cc1Cn1nnc2ccccc21 | -3.4 | 2.1 | -0.3 | -1.5 | nt | 5.6 | nt
COc1ccc(CCNC(=O)COC(=O)c2ccc(Br)o2)cc1 | nt | nt | nt | nt | 6.7 | 10.2 | 3.1
CO[C@@H]1CC[C@H]2CCOc3c(C#N)cccc3C(=O)N(C)C[C@@H](C)C(=O)N(C)C[C@@H]1O2 | 3.9 | -1.3 | -0.3 | -32.3 | 5.3 | 3.1 | 17.0
CCc1nnc(NC(=O)CSc2nnc(-c3ccoc3C)n2-c2cccc(C)c2)s1 | nt | nt | nt | nt | -4.4 | 6.6 | 28.2
COc1ccc(OCCCC(=O)OCC(=O)Nc2ccc(Cl)cn2)cc1 | 4.2 | 2.6 | -2.4 | -8.4 | nt | nt | 1.6
COc1ccc(CCN(C)C(=O)c2cccc(S(=O)(=O)NCc3ccccc3)c2)cc1OC | -14.7 | -206.8 | -3.4 | -21.1 | nt | 12.0 | nt
O=C1C(Oc2ccccc2)C(c2ccc3c(c2)OCO3)N1CCc1ccc(F)cc1 (configuration not stated) | 0.9 | -1.9 | -1.9 | 3.4 | nt | -1.3 | nt
COCCNC(=O)c1onc(CSc2nc3ccccc3[nH]2)c1C(=O)NCCOC | -1.7 | 2.6 | -1.7 | -3.6 | -2.5 | 5.3 | -8.8
Cc1ccc2nc(Cn3cc(C(F)(F)F)cc(Cl)c3=O)cc(=O)n2c1 | -4.0 | -1.0 | -8.2 | 3.6 | -7.3 | -2.3 | -5.7
O=C(NC[C@H]1N[C@H](CO)[C@@H]1c1ccc(-c2ccccc2)cc1)C1CCC1 | nt | nt | nt | -3.8 | -6.7 | nt | -12.0
C[C@H]1CCCCO[C@@H](CN(C)C(=O)C2CCCCC2)[C@@H](C)CN([C@@H](C)CO)C(=O)c2cc(NC(=O)Nc3ccc(F)cc3)ccc2O1 | -8.6 | 0.6 | 1.7 | 12.8 | -5.0 | nt | nt
Cc1ccc(S(=O)(=O)N2CCOCC2)cc1NC(=O)CN(C)C1CCS(=O)(=O)C1 (configuration not stated) | -1.3 | 0.1 | -2.2 | -11.8 | -7.9 | -1.3 | -4.5
COc1ccc(CCN2CCCC(CN(C)Cc3cc(OC)c(OC)c(OC)c3)C2)cc1 (configuration not stated) | -1.3 | -11.1 | -2.1 | 3.7 | 0.9 | 2.5 | -5.8
COC(=O)N/N=C/c1cccc(OCCSc2ccc(Cl)cc2)c1 | -9.1 | -1.6 | nt | -33.1 | nt | 4.5 | nt
Cc1nn(C)cc1CNC(=O)C1CCC(=O)N(Cc2cccc(C(F)(F)F)c2)C1 (configuration not stated) | 0.9 | 1.8 | 0.3 | -6.9 | nt | -2.1 | nt
COc1ccc(C(=O)C2CCCN(Cc3ccc(Sc4nncn4C)o3)C2)cc1F (configuration not stated) | -6.1 | -1.7 | -0.7 | 24.9 | nt | 4.3 | nt
C[C@H](CO)N1C[C@H](C)[C@@H](CN(C)C(=O)NC2CCCCC2)Oc2c(NC(=O)c3cnccn3)cccc2C1=O | -1.3 | -1.1 | -5.1 | -4.1 | -0.7 | 9.2 | -0.1

Sorted by the number under S100A4 inh HTS (lowest first): three from the list above.
smiles	S100A4 inh HTS
COC(=O)N/N=C/c1cccc(OCCSc2ccc(Cl)cc2)c1	-9.1
COc1ccc(C(=O)C2CCCN(Cc3ccc(Sc4nncn4C)o3)C2)cc1F (configuration not stated)	-6.1
COc1ccc(CCN2CCCC(CN(C)Cc3cc(OC)c(OC)c(OC)c3)C2)cc1 (configuration not stated)	-1.3

Carrying on.
compound | S100A4 inh HTS | Casp6 inh | SIRT5 block | LGR2 inh | esBAF inh | FN deposit inh | Statin myotox sup
CC1(C(=O)NCc2cccc(C(F)(F)F)c2)CCN1C1Cc2ccccc2C1 (configuration not stated) | -0.8 | 10.5 | 0.8 | -0.6 | -0.6 | -4.1 | 9.7
COc1ccc(S(=O)(=O)N2CCCCCC2)cc1C(=O)N(C)Cc1ccc(OC)c(OC)c1OC | -5.7 | -99.8 | -1.6 | 13.1 | nt | 3.1 | nt
Cn1cc(CC(=O)NCCN2CCOCC2)c2ccccc21 | -13.0 | -3.7 | -2.4 | 5.1 | 7.5 | 6.0 | -4.3
CCCN1CCN(CCCNC(=O)c2cc3c(=O)[nH]c4ccccc4c3s2)CC1 | 20.3 | -23.8 | -13.0 | nt | -54.7 | -2.5 | -4.7
Cc1cccc(NC(=O)C(=O)NCC2CCCN2S(=O)(=O)c2cccs2)c1C (configuration not stated) | -3.8 | -4.3 | -9.4 | -22.3 | 1.7 | -2.6 | 20.1
COc1ccc(/C=N/NC(=O)CCSc2nc3ccccc3s2)cc1OC | -3.8 | 4.1 | -3.0 | -25.4 | -6.9 | 6.7 | 5.3
O=C(c1ccc(OC2CCN(CCc3ccccc3)CC2)cc1)N1CCCC1 | 7.0 | -3.0 | 2.4 | -2.4 | -3.9 | 10.3 | -7.7
COCCNC(=O)C[C@@H]1C[C@@H]2c3cc(NC(=O)Nc4ccc(C(F)(F)F)cc4)ccc3O[C@@H]2[C@H](CO)O1 | 2.4 | 0.5 | -10.3 | -8.5 | -0.3 | nt | 2.9

Laid out differently: 2 of the compounds above.
Every second line gives: S100A4 inh HTS | Casp6 inh | SIRT5 block | LGR2 inh | esBAF inh | FN deposit inh | Statin myotox sup
O=C(c1ccc(OC2CCN(CCc3ccccc3)CC2)cc1)N1CCCC1
  7.0 | -3.0 | 2.4 | -2.4 | -3.9 | 10.3 | -7.7
COCCNC(=O)C[C@@H]1C[C@@H]2c3cc(NC(=O)Nc4ccc(C(F)(F)F)cc4)ccc3O[C@@H]2[C@H](CO)O1
  2.4 | 0.5 | -10.3 | -8.5 | -0.3 | nt | 2.9

Next section
compound | S100A4 inh HTS | Casp6 inh | SIRT5 block | LGR2 inh | esBAF inh | FN deposit inh | Statin myotox sup
Nn1c(SCC(=O)N2CCOCC2)nnc1-c1cccnc1 | -3.3 | -2.1 | -21.2 | 14.6 | -14.0 | 1.1 | 2.8
CC1CCN(c2nc3c(c(=O)[nH]c(=O)n3C)n2Cc2ccccc2Cl)CC1 | 1.0 | 0.4 | -1.7 | -8.4 | 0.8 | -4.3 | 15.7
COc1cc(NC(=O)COC(=O)CSc2ccccc2F)c(C)cc1[N+](=O)[O-] | -2.7 | -4.1 | -3.6 | 3.3 | nt | 0.4 | nt
COCCN(C(=O)c1ccc2ccccc2c1)c1c(N)n(Cc2ccccc2)c(=O)[nH]c1=O | -1.6 | 8.2 | -0.4 | 20.5 | -3.3 | -3.1 | -2.8
Cc1cc(F)ccc1S(=O)(=O)N1CCCOC1CNC(=O)C(=O)NCCc1ccccc1 (configuration not stated) | -2.9 | -2.4 | -2.5 | -7.7 | -6.2 | -9.9 | -1.7
CC(C)NC(=O)c1ccccc1NC(=O)/C=C/c1ccc([N+](=O)[O-])cc1 | nt | nt | nt | nt | -2.2 | 15.3 | -37.3
Cc1noc(C)c1NC(=O)Nc1ccc2c(c1)C(=O)N([C@@H](C)CO)C[C@@H](C)[C@H](CN(C)S(=O)(=O)c1ccccc1)OCCCC[C@@H](C)O2 | -15.3 | 0.3 | -3.7 | 2.0 | 5.7 | 1.4 | nt
Cc1nn(Cc2noc(C(=O)NCC3CCCO3)n2)c(C)c1Br (configuration not stated) | -2.9 | 2.5 | -1.9 | 10.6 | 8.0 | -3.7 | 2.5
COC(=O)c1cc(C)ccc1OCc1ccc([N+](=O)[O-])cc1 | -6.5 | 0.8 | -4.6 | -44.8 | 30.9 | 0.7 | 4.5
CCN(CC)C(=O)c1c(-c2ccccc2)oc2ccc(O)cc12 | 21.1 | 2.5 | 1.8 | 5.2 | -7.7 | -3.0 | -12.3
O=S(=O)(c1ccc2ccccc2c1)N1CCN(c2ccc(O)cc2)CC1 | -0.4 | 4.4 | -0.2 | -0.4 | -14.2 | -0.4 | 28.7
O=C(C[C@@H]1C=C[C@@H](NC(=O)Nc2ccc(C(F)(F)F)cc2)[C@@H](CO)O1)NCc1cccc(F)c1 | nt | nt | nt | 7.0 | -12.9 | nt | -3.3
Cc1nn2c(N3CCN(CCO)CC3)c3c(nc2c1-c1ccccc1)CCCC3 | 0.1 | -2.6 | -1.6 | -4.2 | nt | 14.5 | nt
CCCCn1nnnc1SCC(=O)NCc1ccccc1 | nt | nt | nt | nt | -3.2 | -10.0 | -1.9
COc1ccccc1C(=O)NCCN1CCCC1 | -4.6 | -40.4 | 0.4 | 16.7 | -5.4 | 5.3 | -1.0
N#CCCn1cc(C(=O)CN2C(=O)NC3(CCCCCC3)C2=O)c2ccccc21 | -1.7 | -4.2 | 0.0 | -9.6 | -4.8 | 3.2 | 13.8
Cc1cc(=O)oc2ccc(OC(=O)CC(C)C)cc12 | 0.4 | 5.7 | -5.0 | 10.1 | nt | -0.9 | nt
Cc1cccc(NS(=O)(=O)c2cccc(C(=O)NNC(=O)c3ccccc3O)c2)c1 | 1.5 | 0.6 | 2.2 | 2.6 | -3.9 | 2.6 | 7.6

This is a subset; rates above refer to the full screens.
